# Assay outcomes (PubChem BioAssay)
# aSyn yeast inh – rescues yeast growth from alpha-synuclein toxicity | Yeast expressing alpha-synuclein, growth rescue, BacTiter-Glo, 24 h | Potency, µM (titrated, usually from 46.1 µM), without a hit: at the highest dose growth rescue (activation), actives largely listed as activators | 370,000 compounds, 0.14% hits | AID 652106; further: potency means the concentration at half of the fitted maximal effect; % of control where 0% means no effect; nearly all actives have a fitted effect of over 65% in size
#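 Readout is rescue of growth in alpha-synuclein-expressing yeast, so inhibitors of toxicity appear as activators. Growth after 24 hr at 30 deg C in galactose medium is quantified by luminescence.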
# Abeta rescue – A-beta toxicity reversal in yeast. yeast expressing A-beta42, growth rescue, OD600, 48 h; response scale: 0% DMSO, 100% iron-clioquinol control. Potency, µM (doses to about 46.1 µM), inactives show at the highest dose growth rescue, hits mostly activators. 410,000 compounds, 0.063% hits. AID 1347071; further: potency means the concentration at half of the fitted maximal effect; nearly all actives have a fitted effect of over 55% in size
#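 Yeast A-beta toxicity model in growth medium with pinned compounds, 48 h at 30 C; growth read as absorbance at 600 nm. Normalized to FeCl3/clioquinol equimolar mix (positive) and DMSO (negative).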
# DRD3 agonist – D3 dopamine receptor (human) agonism. P35462. D3R DiscoveRx beta-arrestin cells, luminescence, 90 min. max activation, %. 410,000 compounds, 0.58% hits. AID 652048; in the data active means max activation above about 30%; further: 0% is about no effect; mostly tested at two doses, the higher about 12 µM
# Target sequence (P35462 whole entry, looked up): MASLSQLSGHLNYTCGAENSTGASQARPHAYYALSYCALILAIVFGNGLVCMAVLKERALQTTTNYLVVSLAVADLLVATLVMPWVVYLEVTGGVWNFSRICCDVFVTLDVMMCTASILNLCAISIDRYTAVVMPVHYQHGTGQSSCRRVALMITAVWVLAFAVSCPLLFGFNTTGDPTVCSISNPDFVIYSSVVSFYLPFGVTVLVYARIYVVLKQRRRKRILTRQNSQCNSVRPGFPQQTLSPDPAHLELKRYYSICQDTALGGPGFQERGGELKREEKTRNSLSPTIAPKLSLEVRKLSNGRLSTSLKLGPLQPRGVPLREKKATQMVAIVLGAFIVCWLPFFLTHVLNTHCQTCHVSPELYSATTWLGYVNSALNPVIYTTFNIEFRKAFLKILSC
#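 Cells at 1500/well, incubated overnight, then treated with pinned compounds (dopamine as control) for 90 min at 37 degrees C. DiscoveRx reagent added for 30 - 60 minutes at room temperature; luminescence read.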
# EPAC2 ag – EPAC2 (human) agonism. Q8WZA2. EPAC2 activation, biochemical qHTS; response scale: 100% = 6.5 mM cAMP response. Potency, µM (series often up to 154 µM), for inactives: at the highest dose activation, most hits filed as activators. 360,000 compounds, 0.079% hits. AID 720711; further: potency means the concentration at half of the fitted maximal effect; nearly all actives have a fitted effect of over 50% in size
#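 Readout is BODIPY fluorescence (480 nm excitation, 540 nm emission), which falls as labeled GDP is exchanged off Rap1B. EPAC2 at 100 nM acted on 250 nM RAP1B-BODIPY-GDP with 50 uM GDP present.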
# EPAC2 antagonist – blocks human EPAC2 exchange factor | 360,000 compounds, 0.18% hits | Potency, µM (series often up to 114 µM), without a hit: top-dose activity, negative = inhibition, actives largely listed as inhibitors | Q8WZA2 | EPAC2 GEF exchange of Rap1B-BODIPY-GDP, fluorescence | AID 720708; further: potency means the concentration at half of the fitted maximal effect; on the % scale 0 is the no-effect control and ±100 the full control effect; nearly all actives have a fitted effect of over 45% in size; many of its hits are not listed in these tables
# FUS suppressor – suppressors of FUS proteinopathy in yeast; 390,000 compounds, 0.24% hits; Potency, µM (top dose mostly 76.6 µM), for inactives: at the highest dose growth rescue (activation), most hits filed as activators; AID 1347120; S. cerevisiae FUS-expressing, growth rescue, OD600, 24 h;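 further: potency means the concentration at half of the fitted maximal effect; plate controls were DMSO vehicle for no effect and reference control for full effect; nearly all actives have a fitted effect of over 55% in size; some results filed as inactive show a strong effect at the top dose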
#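 Compound concentration series was pinned onto galactose-induced FUS-expressing yeast seeded at OD 0.005. Plates sat 24hr at 30C; absorbance at 600 nm gave growth. DMSO served as background control.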
# TDP43 rescue – TDP-43 toxicity inhibition in yeast; TDP-43 expressing yeast growth rescue, BacTiter-Glo, 24 h; Potency, µM (highest dose often 46.1 µM), for the others: top-dose growth rescue (activation), usual class: activators; 410,000 compounds, 1.8% hits; AID 652104; further: potency means the concentration at half of the fitted maximal effect; % of control where 0% means no effect; nearly all actives have a fitted effect of over 50% in size
#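 Yeast cells expressing TDP-43 under galactose induction are exposed to compounds for 24 hr at 30 deg C. BacTiter-Glo luminescence measures growth, so protective compounds score as activators.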
# D3 antag – antagonists of human D3 dopamine receptor | P35462 | D3R cells, DiscoveRx beta-arrestin luminescence, antagonist mode; stronger effect = lower value | max response, negative = inhibition, % | 360,000 compounds, 2.5% hits | AID 652054; in the data active means max response below about -50%; inconclusive means no clear call, values can overlap the other calls; further: on the % scale 0 is the no-effect control and ±100 the full control effect; mostly tested at two doses, the higher about 12 µM
#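 Cells plated overnight at 1500 cells/well, then exposed to library compounds with dopamine controls for 90 minutes at 37 degrees C. DiscoveRx reagent added for 30–60 minutes at room temperature; luminescence read, quantitative HTS format.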
# * = called active by the depositor; ? = inconclusive; . = not tested or not shown; & = joins results of further samples; [ ] = remark or other dose. Unless noted, the call rests on the fitted dose curve; in most records, active means well fitted curve in the direction sought with a large enough effect; inconclusive means small, poorly fitted or top-dose-only effect, or another doubt; inactive means no such curve, though single readings can be large; an effect the other way counts as inactive or inconclusive.
Molecule | EPAC2 antagonist | DRD3 agonist | aSyn yeast inh | D3 antag | TDP43 rescue | EPAC2 ag | FUS suppressor | Abeta rescue
COc1ccc(NC(=O)c2ccc(-n3cncn3)c([N+](=O)[O-])c2)cc1OC | -9% | -2 | -3% | -15 | 15% | 6% | 18% | -1%
Cc1cccc(C(=O)Nc2ccc(S(=O)(=O)Nc3nc(C)cc(C)n3)cc2)c1 | -5% | 10 | -15% | 0 | 11% | 7% | -3% | 0%
COc1ccccc1-c1sc2cc3c(cc2c1C#Cc1cncn1C)OCO3 | -13% | 1 | -10% | 10 | -31%[inhibitor] | 10% | ? | -65%[inhibitor]
COc1ccc(S(=O)(=O)CC2(O)CCN(C(=O)CC(C)C)CC2)cc1 | 6% | 5 | 1% | 1 | -3% | -8% | -6% | -11%
COC(=O)C1=C(C)NC2=C(C(=O)CC(C)(C)C2)C1c1cnn(C)c1C (stereo unspecified) | 7% | -11 | -2% | 4 | -9% | 6% | 29% | -12%
CC1(C)C[C@H]2C3=CCC4[C@@]5(C)CC[C@H](O[C@@H]6O[C@H](C(=O)O)[C@@H](O)[C@H](O)[C@H]6O)[C@@](C)(CO)C5CC[C@@]4(C)[C@]3(C)C[C@H](O)[C@@]2(CO)[C@@H](O)[C@@H]1O (stereo partly specified) | 13% | -3 | 4% | 14 | 20% | 3% | -9% | 1%
CCOCCCN(C(=O)c1snc(C(N)=O)c1N)C(C(=O)NCCC(C)C)c1ccc(Cl)cc1 (stereo unspecified) | -29% | 6 | 12% | 1 | -2% | -15% | ? | ?
O=C(CN1C(=O)CCc2cc(S(=O)(=O)N3CCOCC3)ccc21)Nc1cccc(Cl)c1 | . | 2 | . | . | 0% | . | -1% | 0%
CCN1C(=O)CC(C(=O)O)SC1=Nc1ccc(OC)cc1 (stereo unspecified) | -2% | -5 | 0% | ? | 0% | 9% | 18% | -4%
O=C(CSC1=NS(=O)(=O)c2cc(Cl)ccc2N1)NCCc1ccccc1 | -25% | 2 | -7% | -6 | -7% | -4% | 29% | -9%
CC(C)C(NS(=O)(=O)c1ccccc1)C(=O)NC1CCCC1 (stereo unspecified) | -2% | -18 | 2% | -1 | -5% | -10% | 9% | -13%
N#C/C(=C/c1ccc(O)cc1)c1nc(-c2ccc(-c3ccccc3)cc2)cs1 | . | 9 | . | . | ? | . | -8% | 4%
CC[C@H]1OC(=O)[C@H](C)[C@@H](O[C@H]2C[C@@](C)(OC)[C@@H](O)[C@H](C)O2)[C@H](C)[C@@H](O[C@@H]2O[C@H](C)C[C@H](N(C)C)[C@H]2O)[C@](C)(O)C[C@@H](C)C(=NOCOCCOC)[C@H](C)[C@@H](O)[C@]1(C)O | 1% | 23 | ? | -9 | 6% | 1% | -13% | -21%
Cc1ccc(Cn2ncc3c(NCCCN4CCOCC4)ncnc32)cc1 | -4% | -13 | 0% | 0 | -3% | 10% | 1% | 1%
Cc1nc2ccc(C(=O)OCc3nnc(-c4ccc(Br)cc4)o3)cc2nc1C | 5% | -1 | -3% | 5 | -19% | -2% | 33% | -3%
c1cncc(-c2nc(NCc3ccco3)c3ccccc3n2)c1 | 8% | -2 | 5% | -9 | 10% | -1% | 9% | 0%
Cc1ccc(C(=O)Nc2ccc(C(=O)/C=C/c3cccs3)cc2)cc1 | -2% | -2 | -12% | 0 | 18% | 7% | 19% | 24%
CCN(CC)S(=O)(=O)c1ccc(Cl)c(NC(=O)COC(=O)c2cccn2C)c1 | -23% | 2 | 0% | 8 | -4% | 0% | 11% | 0%
CCOC(=O)C1=C(C)NC(=O)NC1c1ccc(N2CCC(c3ccccc3)=N2)cc1 (stereo unspecified) | 11% | -2 | -1% | 14 | 7% | -5% | 7% | -8%
O=C(NC12CC3CC(CC(C3)C1)C2)c1ccc(Br)o1 | 0% | 4 | -11% | 11 | -1% | 11% | 2% | 12%
CCC(=O)Nc1ccc(NC(=O)c2ccccn2)cn1 | -2% | 0 | -3% | 8 | -8% | 3% | 12% | -3%
CC1CCCN(C(=O)COC(=O)C2CCN(S(=O)(=O)c3ccc(Cl)c(C(F)(F)F)c3)CC2)C1 (stereo unspecified) | -4% | 5 | 8% | 1 | -1% | -7% | 13% | 2%
COc1cc(NC(=O)CC(c2ccc(C)cc2)N2Cc3ccccc3C2=O)cc(OC)c1 (stereo unspecified) | . | -7 | ? | . | 0% | . | -4% | 3%
COc1ccc(CC(=O)NNC(=O)c2cc(C)[nH]n2)cc1 | -3% | -6 | -8% | 12 | -11% | 9% | 0% | 4%
CCOC(=O)C(Cc1c[nH]c2ccccc12)NC(=O)COc1ccc(Cl)c(C)c1 (stereo unspecified) | . | 20 | . | . | 21% | . | 38% | -14%
COc1ccc(/C=N/NC(=O)Cc2ccc(Cl)cc2)cc1OC | 5% | -2 | -2% | 11 | 8% | -9% | -4% | -9%
Cc1onc(-c2ccccc2)c1C(=O)NCc1ccc(F)cc1 | 9% | 0 | 17% | 12 | -11% | -4% | 9% | -9%
Cc1ccc(-n2c(-c3cnccn3)n[nH]c2=S)cc1 | 7% | -9 | 2% | 7 | 7% | 1% | -14% | -7%
Cc1sc2ncn(CC(=O)N3CCN(c4ccccc4)CC3)c(=O)c2c1S(=O)(=O)N1CCOCC1 | 0% | 2 | 0% | 10 | 6% | 8% | -12% | 1%
COc1ccc(NC(=O)N2CCN(c3cccc(C(F)(F)F)c3)CC2)cc1OC | -11% | -4 | 9% | -12 | 7% | -2% | . | 19%
COc1ccc(C(=O)NC(=S)N2CCN(C)CC2)cc1Br | 4% | 1 | -8% | -4 | 7% | -6% | 14% | 2%
COc1cccc(C(C(=O)NCc2ccccc2)N2CCN(C(=O)C3CCCO3)CC2)c1OC (stereo unspecified) | 4% | -7 | 10% | ? | 3% | 15% | -2% | -10%
N#CC1=C2SCC(O)(c3ccccc3)N2C(=O)CC1c1ccccc1F (stereo unspecified) | -2% | 4 | -1% | 2 | 27% | 5% | 35% | 15%
CCCCNC(=O)C[C@@H]1C[C@@]2(C(=O)OCC)CCC=C2N(Cc2ccco2)C1=O | 11% | 0 | -6% | -18 | 0% | -6% | 28% | -5%
COc1ccccc1NS(=O)(=O)c1ccc(NC(=O)c2[nH]nc(OC)c2[N+](=O)[O-])cc1 | 28% | 8 | 0% | 19 | -17% | 1% | 7% | -5%
COc1ccc(-c2noc(N(C)CC(=O)Nc3cccc(C(F)(F)F)c3)n2)cc1 | -13% | 10 | -15% | 10 | 3% | 8% | -9% | 31%
Cc1ccc(CCNC(=O)c2ccc3c(c2)N(Cc2cccc(F)c2)C(=O)c2ccccc2S3)cc1 | . | -2 | . | . | 30% | . | 39% | -1%
Cc1cccc(OCC(=O)Nc2ccc3c(c2)nc(CCN2CCC(C)CC2)n3C)c1 | 0% | -14 | 7% | ? | 13% | 0% | 14% | -10%
CC(=O)c1cccc(NC(=O)CCc2nnc3ccc(NCc4ccc5c(c4)OCO5)nn23)c1 | 2% | -2 | 0% | 8 | 10% | -1% | -2% | 13%
Cc1cc(C)n(C(C)CC(=O)Nc2ccc3c(c2)OCO3)n1 (stereo unspecified) | 7% | 1 | 0% | -2 | 10% | 8% | -16% | -9%
CCNC(=S)N1C2CCC1CC(NC(=O)Nc1ccc(C(=O)OCC)cc1)C2 (stereo unspecified) | -5% | -5 | -1% | -20 | -18% | 11% | 29% | -3%
c1ccc(CSc2nnc(-c3ccccc3)c(-c3ccccc3)n2)cc1 | 0% | -4 | -7% | ? | -1% | 16% | -18% | -12%
COc1ccc(CN2CCN(c3ccccn3)CC2)c(OC)c1 | 13% | 18 | . | ? | -2% | -5% | -21% | 20%
O=C(CSc1nc(-c2ccccc2)cs1)NCCCN1CCCC1=O | -3% | -6 | 2%[1.84 µM] | -12 | -3% | 3% | 15% | 6%
Cc1ccc(C)c(NS(=O)(=O)c2ccc(OCC(=O)NCc3cccnc3)cc2)c1 | -4% | -3 | -3% | -19 | 1% | 9% | 1% | 9%
Fc1ccc([C@@H]2CCNC[C@H]2COc2ccc3c(c2)OCO3)cc1 | 7%&14%&4% | 15&2&-10&-16 | -22%&10%&0%&4% | 24&-19&27 | 2%&10%&11% | 2%&-3%&6% | 6%&-19%&-15% | 18%&-2%&-1%
Cc1cc(NC(=O)CSCC(=O)NCc2cccc(C(F)(F)F)c2)no1 | 14% | 0 | 0% | 10 | 8% | -2% | 3% | 0%
Cc1ccsc1CN(Cc1ccco1)C(=O)c1ccc(Cl)cc1 | . | 3 | . | . | 29% | . | 22% | 16%
COc1ccc(N2CCN(S(=O)(=O)c3c(C)[nH]c(=O)[nH]c3=O)CC2)cc1 | . | 5 | . | . | 16% | . | -26% | -1%
CCN1CCN(c2oc(/C=C/c3ccc(OC)c(OC)c3)nc2C#N)CC1 | . | -10 | . | . | 5% | . | -6% | 5%
Cc1cccc(C2c3[nH]c4ccccc4c3CCN2C(=O)c2ocnc2C)n1 (stereo unspecified) | 0% | 2 | 12% | -14 | -2%[9.22 µM] | 5% | 14% | 18%
CCC(=O)Nc1cc(C)c(OC)c(C)c1 | 5% | -3 | -4% | -10 | -15% | 0% | -2% | -10%
O=C1CN(C(=O)COc2ccc(Br)cc2F)c2ccccc2N1 | -5% | -2 | 7% | -6 | 9% | -5% | . | 7%
O=C(CSc1n[nH]c(-c2ccccc2)n1)Nc1ncccn1 | 2% | 5 | -2% | 13 | 8% | 0% | 10% | -4%
CCOC(=O)c1c([N+](=O)[O-])c(C)[nH]c(=O)c1C#N | 9% | 4 | -1% | 1 | 0% | 5% | -17% | -5%
CCc1ccccc1NC(=O)c1ccccc1Sc1ccc([N+](=O)[O-])cc1Cl | -7% | -2 | 1% | -28 | -3% | 14% | 18% | -4%
COc1ccc(OCC(=O)NC(=S)Nc2ccc3c4c(cccc24)CC3)cc1 | 3% | 4 | 4% | 9 | -12%[0.397 µM] | 2% | -5% | 5%
COc1cccc(S(=O)(=O)Nc2ccc(C(=O)NCc3ccco3)cc2)c1 | -1% | 6 | 1% | 22 | -15% | 9% | 30% | 0%
NS(=O)(=O)c1ccc(CCNc2ccc(C(F)(F)F)cn2)cc1 | 2% | -2 | -9% | -4 | 12% | 4% | -35% | -1%
Cc1nc2ccccc2nc1CSc1nnc(N)s1 | 6% | 3 | 6% | 18 | 17% | -6% | 27% | 13%
COc1cccc(NC(=O)COC(=O)c2c(-c3ccccc3)noc2C)c1 | -4% | -22 | -8% | -3 | -11% | 16% | 14% | -8%

# Only part of the results is shown, so the mix of outcomes need not match the whole.
